# Compound activity (PubChem)
# GalR3 antagonist: human GalR3 antagonism. inhibition, % at 3 µM. AID 651719. actives 0.44% (n = 360,000). HEK293 GalR3-CNG cAMP membrane potential fluorescence; galR3 body fused to GalR1 C-terminus;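 active = inhibition above the screen-wide average plus 3 SD, cut at about 13% in these data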;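 note: forskolin and galanin both at EC90 stimulate the cells; cAMP rise reported by CNG channel membrane potential dye signal; 0% = forskolin plus galanin with DMSO and 100% = forskolin alone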
# Target sequence (O60755 1-299 limits assumed): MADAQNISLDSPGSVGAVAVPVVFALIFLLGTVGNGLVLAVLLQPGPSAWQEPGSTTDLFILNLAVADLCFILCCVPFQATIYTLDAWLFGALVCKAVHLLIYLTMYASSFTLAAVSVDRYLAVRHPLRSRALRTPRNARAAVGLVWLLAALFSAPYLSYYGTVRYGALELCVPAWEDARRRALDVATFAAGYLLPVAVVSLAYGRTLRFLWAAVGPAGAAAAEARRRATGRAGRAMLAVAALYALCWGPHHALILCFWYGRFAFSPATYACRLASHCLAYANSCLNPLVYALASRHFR
# CRFBP-R2 block: CRF-BP/CRF-R2 complex antagonism | AID 588475 | inhibition, % at 11.8 µM | actives 0.59% (n = 350,000) | HEK293 CRF-R2/CRF-BP, CRF-induced calcium fluorescence;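 active = inhibition of the ligand-induced calcium signal above about 50% at the single tested concentration, limit read from the data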
# IMP-1 inhibitor: inhibitors of Pseudomonas aeruginosa IMP-1 metallo-beta-lactamase | actives 0.45% (n = 290,000) | purified IMP-1, nitrocefin hydrolysis, epi-absorbance fluorescence | inhibition, % at 5.6 µM;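 active = inhibition above the mean plus 3 SD of all compounds in the same screening run, cut at about 4.5% in these data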;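 note: 0% = IMP-1 with DMSO and 100% = DMSO wells lacking enzyme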
#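 System: purified recombinant IMP-1 beta-lactamase. Medium: Zinc- and detergent-supplemented HEPES buffer, pH 7.1. Compound: one 5.6 µM dose […]. Schedule: 15 min preincubation plus 25 min reaction at 25 °C. Technique: Epi-absorbance fluorescence, 480 nm excitation, 530 nm emission.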
# pCIP destab: lowers stability of the mouse p/CIP coactivator protein; actives 0.01% (n = 290,000); F442A p/CIP-EGFP cells, EGFP fluorescence, 16 h; Q05BA5; AID 1984; decrease of EGFP signal, % at 10 µM;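 active = EGFP signal decrease of at least 30% at 10 µM or well 3 SD below plate mean, unless failing retest; inactive = the rest, including hits failing retest or dose response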; note: some compounds called inactive have numbers as strong as hits; many of its hits are not listed in these tables
# NS3 helicase inh: inhibitors of Hepatitis C virus NS3 helicase. actives 0.56% (n = 290,000). NS3 helicase DNA unwinding, Cy5 molecular beacon fluorescence. inhibition, % at 10.9 µM. AID 1800;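 active = inhibition above the mean of all tested compounds plus 3 SD, set per campaign, cut at about 35% in these data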;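 note: 0% = DMSO wells and 100% = thioflavine S control wells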
#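 Measured by: Cy5 fluorescence, 0 and 60 min reads / Assay system: NS3 helicase fragment of HCV / Control set: low DMSO, high thioflavine S at 110 µM / Times: 1 h reaction at 25 °C, ATP-initiated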
# IDE inh: cellular human IDE inhibition; P14735; HEK cells, FAbetaB cleavage, fluorescence polarization; inhibition, % at 5.59 µM; actives 0.41% (n = 320,000); AID 434962;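 active = percent inhibition above the average of all tested compounds plus 3 SD, set per screening campaign, cut at about 16% in these data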;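 note: IDE supplied by intact live HEK cells; FP after avidin binding of uncleaved biotin substrate so inhibition keeps polarization high; 0% = DMSO wells and 100% = 60 µM reference IDE inhibitor Ii1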
# IDE cell activ: activators of human insulin-degrading enzyme in cells; P14735; HEK cells, FAbeta-B cleavage, fluorescence polarization; 0% vehicle, 100% cell-free pure enzyme wells; activation, % at 5.96 µM; actives 0.073% (n = 340,000);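 active = activation above the mean of all tested compounds plus 3 SD, set per screening campaign, cut at about 17% in these data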
# UBC9 SUMO inh: blocks human SUMOylation mediated by UBC9 | P63279 | HTRF SUMOylation assay, SAE1/SAE2 + UBC9, in vitro | inhibition, % at 35 µM | actives 0.36% (n = 290,000); in the data active = inhibition above about 50%, passing the limit was not always enough; note: strong numbers were not always called active
# Target sequence (P63279 whole entry, looked up): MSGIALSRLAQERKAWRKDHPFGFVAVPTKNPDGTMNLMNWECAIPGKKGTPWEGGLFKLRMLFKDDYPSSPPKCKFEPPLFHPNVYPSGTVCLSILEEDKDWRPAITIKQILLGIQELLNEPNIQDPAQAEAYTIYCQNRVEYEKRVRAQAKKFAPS
# VIM-2 inhibitor: inhibitors of Pseudomonas aeruginosa VIM-2 metallo-beta-lactamase; purified VIM-2, nitrocefin hydrolysis, epi-absorbance fluorescence; inhibition, % at 5.6 µM; actives 0.89% (n = 290,000); AID 1527;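 active = inhibition above the mean of all tested compounds plus 3 SD, cutoff set per screening run, cut at about 7.5% in these data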;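 note: red hydrolysis product quenches plate fluorescence so inhibitors raise well fluorescence; 0% = enzyme with DMSO and 100% = DMSO without enzyme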
# * marks the source's active call; other numbers are inactive results; nt = not tested or not shown. This is a random part of the collection. About 3.2% of those tested had a hit in this group.
no.	Compound	GalR3 antagonist	CRFBP-R2 block	IMP-1 inhibitor	pCIP destab	NS3 helicase inh
1	CCCNC(=O)CN1C(=O)NC(Cc2c[nH]c3ccccc23)C1=O (centres undefined)	6	25	-4.4	-4	2
2	Cc1coc2cc3oc(=O)c(CCC(=O)NC4CC4)c(C)c3cc12	-2	4	-0.3	-12	-9
3	C1=Nc2c(NCc3ccccc3)ncnc2Oc2ccccc21	-3	-14	-3.3	-1	-6
4	CC(C)C(NC(=O)C1CCCCC1)C(=O)NC1CCCC(C)C1C (centres undefined)	nt	-26	-2.2	-3	-8
5	Cc1sc2ncnc(SCc3ccco3)c2c1C	2	7	-2.9	-14	6
6	O=S(=O)(Nc1cccc(-c2ccc(N3CCOCC3)nn2)c1)c1cc(Cl)ccc1Cl	-3	-1	nt	nt	nt
7	CN(CCOc1ccccc1)C(=O)CNC(=O)c1ccc(C(C)(C)C)cc1	-6	5	nt	nt	nt
8	COc1cc(NC(=O)c2ccc(NC3=NC4CS(=O)(=O)CC4S3)cc2)cc(OC)c1OC (centres undefined)	nt	31	-1.1	-10	15
9	CC(C)c1ccc(C(CC(=O)O)N2Cc3ccccc3C2=O)cc1 (centres undefined)	-11	6	-3.5	0	10
10	CCOc1ccc(-n2c(SCC(=O)NCc3ccco3)nc3c(c2=O)SCC3)cc1	-1	8	-1.9	-6	10
11	COc1ccc(Cl)cc1S(=O)(=O)Nc1ncn[nH]1	-9	-9	-2.8	2	13
12	Fc1ccc(-n2nnnc2-c2cnc(-c3cccs3)nc2C(F)(F)F)cc1	-4	-12	-0.7	-18	-15

no.	IDE inh	IDE cell activ	UBC9 SUMO inh	VIM-2 inhibitor
1	0	4	6	-3.6
2	-2	1	37	1.7
3	4	4	2	-6.0
4	-1	7	18	-1.0
5	1	-3	25	-2.0
6	2	4	nt	nt
7	-2	4	nt	nt
8	1	-11	7	-1.1
9	3	2	14	0.6
10	4	0	7	-3.1
11	-8	-1	-1	-1.6
12	1	-4	23	1.9

# New compounds follow:
no.	Compound	GalR3 antagonist	CRFBP-R2 block	IMP-1 inhibitor	pCIP destab	NS3 helicase inh
13	COc1ccc2c(c1)CCC/C2=N\OC(=O)c1ccccc1F	-5	-20	-2.1	-11	-6
14	Cc1sc2ncnc(N3CCC(C(=O)NNC(=O)COc4ccc(Br)cc4)CC3)c2c1C	-2	-1	nt	nt	nt
15	CCC(NC(=O)NC1=NCCS1)(C(F)(F)F)C(F)(F)F	-2	-5	0.0	0	-3
16	COc1ccc(/C=C/c2c([N+](=O)[O-])c(=O)n(C)c(=O)n2C)cc1OC	-2	-1	-2.6	-5	1
17	COc1ccc(N(C)S(=O)(=O)c2cccc(C(=O)NC3CCCC(C)C3C)c2)cc1 (centres undefined)	-5	9	nt	nt	nt
18	CCN(CC(=O)Nc1cccc(Br)c1)Cc1nc2ccccc2c(=O)[nH]1	-3	6	-4.0	-2	1
19	Cc1ccc(NC(=O)C2(N3CCC3=O)CCCCC2)cc1	-7	-8	-2.2	-10	-4
20	O=Cc1ccc(N2CCCC2)c(F)c1	-3	-9	-3.7	2	2
21	CCOc1cc(CNCc2ccccn2)cc(Cl)c1OC	-9	3	-3.6	-11	-6
22	COc1nc(-c2ccccc2)ccc1-c1noc(-c2ccccc2F)n1	-4	-12	-1.4	4	-4
23	CN(C)c1ccc(/C=C(/NC(=O)c2ccccc2)C(=O)N2CCCC2)cc1	-5	-17	-3.8	-4	3
24	CC1CCN(Cc2ccc(-c3nnn(CC(=O)Nc4ccccc4Cl)n3)cc2)CC1	-9	-7	-1.3	-6	-6

no.	IDE inh	IDE cell activ	UBC9 SUMO inh	VIM-2 inhibitor
13	4	-3	18	-1.5
14	22*	-10	nt	nt
15	2	0	4	-0.8
16	1	-3	-4	1.5
17	-10	-2	nt	nt
18	nt	3	-5	-3.9
19	1	-5	5	-2.5
20	0	2	-5	-1.8
21	0	2	13	0.5
22	1	5	-9	-1.2
23	6	-3	5	-0.8
24	-4	2	-6	-1.9

# (listing goes on)
no.	Compound	GalR3 antagonist	CRFBP-R2 block	IMP-1 inhibitor	pCIP destab	NS3 helicase inh
25	COc1ccc(OC)c(Cc2nnc(CCC(=O)N3CCCCCC3)o2)c1	-6	3	-1.1	-13	4
26	NC(=S)COc1ccccc1	1	17	-1.1	-13	7
27	S=c1[nH]nc(COc2ccc(Cl)cc2)n1C1CCCCC1	-3	-44	-3.7	6	0
28	COc1ccc(C(=O)/C=C/Nc2cc(C)ccn2)cc1	-7	5	-1.9	-10	0
29	CCOc1ccc(N2C(=O)CC(Sc3nc(CC(C)C)ccc3C#N)C2=O)cc1 (centres undefined)	-2	-5	-4.3	-15	39*
30	CCOc1ccc(CCNC(=O)COC(=O)c2ccc(OC)c(OC)c2OC)cc1OCC	-4	-5	-3.6	-14	6
31	COC(=O)C1C(=O)c2c([nH]c(C(=O)OCCSC)c2C)CC1C (centres undefined)	-2	-14	-1.8	9	-4
32	CSc1ccccc1NC(=O)c1ccc(CN2CCOCC2)cc1	-3	18	-1.3	-12	-13
33	CC1CCN(C2=C(NS(=O)(=O)c3ccccc3)C(=O)c3ccccc3C2=O)CC1	-6	-23	-2.8	-9	-2
34	CCOC(=O)Nc1ccc(NC(=O)c2c(OC)cccc2OC)cc1	-7	2	-5.1	9	1
35	CCOC(=O)Cc1c(C)nc2c(-c3ccccc3)cnn2c1C	-5	-14	-1.3	-1	0
36	CSc1ccc(CN(C)C(=O)c2cc(=O)c3ccccc3o2)cc1	-10	3	-3.8	7	-4

no.	IDE inh	IDE cell activ	UBC9 SUMO inh	VIM-2 inhibitor
25	-5	3	17	-3.1
26	-3	4	4	-1.4
27	-2	-16	-9	-5.5
28	-3	2	4	-1.2
29	4	-6	10	-2.6
30	1	-4	4	-1.1
31	1	1	-6	0.6
32	-9	nt	14	-1.0
33	-5	10	49	4.1
34	7	4	-17	-4.4
35	-5	2	4	-3.2
36	-2	1	-3	-0.5

# (list continues)
no.	Compound	GalR3 antagonist	CRFBP-R2 block	IMP-1 inhibitor	pCIP destab	NS3 helicase inh
37	O=C(CSc1nnc(-c2ccncc2)n1Cc1ccccc1)NC1CCCc2ccccc21 (centres undefined)	-8	-11	-3.6	-14	-2
38	CCSc1nnc(-c2ccc(S(=O)(=O)N3CCOCC3)cc2)n1CC1CCCO1 (centres undefined)	-4	-3	-3.9	5	3
39	CCCN(C(=O)CSc1nc2ccccc2n1CC)C1CCS(=O)(=O)C1 (centres undefined)	1	1	-0.6	-11	18
40	CCOc1ccc(OCCN(C)Cc2ccccc2)cc1	-7	33	0.8	4	1
41	CC(C)(C)c1ccc(C2(C)NC(=O)NC2=O)cc1 (centres undefined)	-5	7	-2.2	-13	6
42	COC(=O)[C@@]12CCCN1[C@H](c1ccc(-c3ccccc3)cc1)[C@@H]1C(=O)N(C)C(=O)[C@@H]12	-9	1	nt	nt	nt
43	CCCn1c(SCC(=O)N(C)CC(=O)Nc2ccc(C)cc2)n[nH]c1=O	-2	6	nt	nt	nt
44	Cc1cc(C)c(NC(=O)CC(=O)c2ccccc2)c(Cl)c1	-9	22	-0.1	3	2
45	CC(O)Cn1ccccc1=N (centres undefined)	5	-5	-1.9	-8	0
46	O=C(COC(=O)/C=C/c1cccc(Br)c1)NC1CC1	-2	10	nt	nt	nt
47	COC(=O)c1ccc(N2CCN(CC(=O)c3ccc(C)cc3)CC2)c([N+](=O)[O-])c1	-6	-1	nt	nt	nt
48	Cc1csc2c(NC3CCN(Cc4ccccc4)CC3)ncnc12	-3	-2	-3.4	2	6

no.	IDE inh	IDE cell activ	UBC9 SUMO inh	VIM-2 inhibitor
37	3	-6	11	-2.6
38	2	6	-19	-2.0
39	-2	-4	-1	-0.2
40	0	1	6	-3.9
41	-2	-2	7	-3.5
42	4	-1	nt	nt
43	-2	0	nt	nt
44	2	0	-8	0.0
45	3	0	-13	-2.4
46	-4	6	nt	nt
47	4	6	nt	nt
48	8	0	-6	-1.1

# (further entries)
no.	Compound	GalR3 antagonist	CRFBP-R2 block	IMP-1 inhibitor	pCIP destab	NS3 helicase inh
49	O=S(=O)(c1cc(Cl)ccc1Cl)N1CCC2(CC1)OCCO2	1	-9	-1.4	-12	0
50	CCOc1ccc(C2C(C(=O)/C=C/c3ccco3)=C(O)C(=O)N2CCN2CCOCC2)cc1OC (centres undefined)	0	16	-3.4	3	16
51	COc1ccc(N2C(=NC(=O)C3CCCCC3)SC3CS(=O)(=O)CC32)cc1OC (centres undefined)	-7	-2	-1.0	3	-6
52	c1ccc(CNCc2ccc3c(c2)OCO3)nc1	-3	-61	1.1	2	-3
53	CC12CCC(=O)N1C(C(=O)NNC(=O)COc1ccc(Br)cc1)CS2 (centres undefined)	-2	3	nt	nt	nt
54	Cc1cccc(-c2noc(CNC(=O)c3ccc4c(c3)OCO4)n2)c1	-6	6	-2.0	6	2
55	COc1ccccc1/C=N/NC(=O)CN(C1=NS(=O)(=O)c2ccccc21)c1ccccc1	1	-30	-4.1	-14	2
56	CC(C)OP(C)(=O)CN1CCN(CP(C)(=O)OC(C)C)CC1 (centres undefined)	0	10	-2.3	5	0
57	O=[N+]([O-])c1ccc(N/N=C/c2cccs2)nc1	-4	-31	nt	nt	nt
58	COC(=O)[C@@]12CCCN1[C@H](c1ccc(-c3ccc4c(c3)OCO4)cc1)[C@H]1C(=O)N(C)C(=O)[C@H]12	-5	0	nt	nt	nt
59	Cc1ccc(-n2c(=O)cc(N3CCCCCC3)[nH]c2=O)cc1	nt	-5	-4.7	-8	-3
60	COc1ccc(OC2CCN(S(=O)(=O)c3ccc(C(C)=O)cc3)CC2)cc1	-12	14	-2.7	-2	9
61	CCOc1ccc(N2C(=O)/C(=C/c3cccs3)N(C)C2=S)cc1	-3	-22	-3.9	-14	-7

no.	IDE inh	IDE cell activ	UBC9 SUMO inh	VIM-2 inhibitor
49	-5	-2	10	-2.0
50	0	7	22	-2.3
51	3	3	6	0.2
52	5	3	-32	-1.7
53	7	3	nt	nt
54	7	-2	-16	-4.5
55	0	-7	-4	-4.3
56	-4	0	24	-2.9
57	-6	2	nt	nt
58	0	0	nt	nt
59	1	0	8	2.2
60	8	2	0	-2.6
61	-2	-3	1	-1.4

# Molecules listed so far containing bromine:
no.	Compound	GalR3 antagonist	CRFBP-R2 block	IMP-1 inhibitor	pCIP destab	NS3 helicase inh
14	Cc1sc2ncnc(N3CCC(C(=O)NNC(=O)COc4ccc(Br)cc4)CC3)c2c1C	-2	-1	nt	nt	nt
18	CCN(CC(=O)Nc1cccc(Br)c1)Cc1nc2ccccc2c(=O)[nH]1	-3	6	-4.0	-2	1
46	O=C(COC(=O)/C=C/c1cccc(Br)c1)NC1CC1	-2	10	nt	nt	nt
53	CC12CCC(=O)N1C(C(=O)NNC(=O)COc1ccc(Br)cc1)CS2 (centres undefined)	-2	3	nt	nt	nt

no.	IDE inh	IDE cell activ	UBC9 SUMO inh	VIM-2 inhibitor
14	22*	-10	nt	nt
18	nt	3	-5	-3.9
46	-4	6	nt	nt
53	7	3	nt	nt
